Compound activity (PubChem)
VP16 counter: counter-screen for ROR gamma inhibitors: Gal4-VP16 reporter; Drosophila S2 Gal4-VP16 UAS-luciferase, luminescence, 20 h; Potency, µM (titrated, usually from 53.6 µM), inactives show at the highest dose activity, negative = inhibition, actives largely listed as inhibitors; 310,000 compounds, 3.5% hits; AID 2546;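 also: Gal4-VP16 expression switched on by copper sulfate through the metallothionein promoter; % is scaled to controls: 0 for no effect and ±100 for the full control effect; nearly all actives have a fitted effect of over 50% in size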
BRCA1 expr act: activators of BRCA1 expression; 380,000 compounds, 1.1% hits; MCF7-BRCA1-FFLuc reporter, luminescence, 48 h; response scale: scaled: vehicle 0%, 10 µM genistein 100%; Potency, µM (top dose mostly 46.1 µM), for the others: at the top dose activation, hits mostly activators; AID 624202; also: nearly all actives have a fitted effect of over 80% in size; some results filed as inactive show a strong effect at the top dose
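Compounds are tested at multiple concentrations on MCF7 BRCA1-luciferase reporter cells seeded at 2000 per well; after 48 h, a single luminescence end-point is taken and curves fitted to the normalized data.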
p53 reactivator: re-activators of mutant p53; H1299 p53-A138V BP100-luciferase reporter, luminescence, 24 h; Potency, µM (titrated, usually from 92.2 µM), without a hit: at the top dose activity change, positive = activation, hits mostly activators; 320,000 compounds, 0.063% hits; AID 504706; also: % of control where 0% means no effect; nearly all actives have a fitted effect of over 45% in size
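H1299 (p53-null), stable ts p53-A138V + BP100-Luc; 1000 cells/well, Opti-MEM/10% FBS; cpd 4 pt, 1:5; 24 h, 37 deg C, 5% CO2; detection reagent 10 min RT; luminescence.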
MBNL1-CUG inh: MBNL1-poly(CUG) RNA binding inhibition; Q9NR56; TR-FRET MBNL1-His/biotin-(CUG)12 binding, 665/545 ratio; Potency, µM (doses to about 57.5 µM), without a hit: top-dose activity change, negative = inhibition, hits mostly inhibitors; 280,000 compounds, 0.036% hits; active = well fitted inhibition curve with a large enough effect in the signal ratio, with a control signal flat, not every such curve was filed as active; inconclusive = small, poorly fitted or top-dose-only effect, or effect the other way, or a change in a side signal; inactive = no such curve, though single readings can be large or run the other way; the % refers to the signal ratio; also: % is scaled to controls: 0 for no effect and ±100 for the full control effect
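TR-FRET readout: Ex 340 nm, 665/545 nm emission ratio, normalized to buffer-only (basal) and MBNL1-(CUG)12 controls. Complex of MBNL1-His with Biotin-(CUG)12, compounds 92 nM–58 uM, incubated 60 min at room temperature.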
uPA surface inh: inhibitors of cell surface uPA generation | cell surface uPA generation assay, qHTS | Potency, µM (top dose mostly 38.3 µM), for the others: at the highest dose activity change, negative = inhibition, most hits filed as inhibitors | 330,000 compounds, 0.31% hits | AID 540303; active = well fitted inhibition curve with a large enough effect; inconclusive = small, poorly fitted or top-dose-only effect; inactive = no such curve, though single readings can be large or run the other way; tested in mouse RAW 264.7 cells; also: % is scaled to controls: 0 for no effect and ±100 for the full control effect; nearly all actives have a fitted effect of over 55% in size
Rab9 promoter act: activators of Rab9 promoter; Potency, µM (top dose mostly 9.22 µM), without a hit: at the top dose activation, negative = inhibition, hits mostly activators; 320,000 compounds, 2.8% hits; Huh7 Rab9 promoter-luciferase reporter, luminescence, 24 h; also: % of control where 0% means no effect; nearly all actives have a fitted effect of over 60% in size
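Luminescence read-out: Huh7 cells stably expressing Rab9-luciferase, treated 24 h with compound at 37 °C, then lysed with luciferase reagent for 10 min at ambient before reading.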
NPC1 prom act: NPC1 promoter activation; 320,000 compounds, 2.4% hits; Potency, µM (doses to about 9.22 µM), inactives show at the top dose activation, most hits filed as activators; Huh7 NPC1 promoter luciferase reporter, 24 h;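 also: % of control where 0% means no effect; nearly all actives have a fitted effect of over 60% in size; reporter is driven by a mutant NPC1 promoter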
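In 1536-well qHTS, Huh7 cells harboring an NPC1 promoter–luciferase construct received compound for 24 h; activation was quantified by luminescence following luciferase reagent addition.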
ELG1 genotoxic: induces genotoxicity in HEK293T cells with luciferase-tagged ELG1. Potency, µM (top dose mostly 46 µM), inactives show at the highest dose activity change, positive = activation, hits mostly activators. 330,000 compounds, 1.3% hits. HEK293T ELG1-luciferase reporter, luminescence, 16 h; also: % of control where 0% means no effect; nearly all actives have a fitted effect of over 60% in size
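Quantitative HTS format in 1536-well plates. HEK293T ELG1-luciferase reporter cells receive test compound and are incubated 16 hr at 37 °C, 5% CO2; ONE-Glo added, 30 min room temperature, then luminescence read.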
FLuc counter: firefly luciferase modulation, counter-screen for miR-21 project; P08659; purified FLuc, Km substrates, luminescence inhibition; Potency, µM (highest dose often 57.5 µM), inactives show top-dose activity change, negative = inhibition, usual class: inhibitors; 360,000 compounds, 6.9% hits;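 also: plate controls were vehicle for no effect and reference inhibitor for full effect; nearly all actives have a fitted effect of over 55% in size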
Target sequence (P08659 whole entry, looked up): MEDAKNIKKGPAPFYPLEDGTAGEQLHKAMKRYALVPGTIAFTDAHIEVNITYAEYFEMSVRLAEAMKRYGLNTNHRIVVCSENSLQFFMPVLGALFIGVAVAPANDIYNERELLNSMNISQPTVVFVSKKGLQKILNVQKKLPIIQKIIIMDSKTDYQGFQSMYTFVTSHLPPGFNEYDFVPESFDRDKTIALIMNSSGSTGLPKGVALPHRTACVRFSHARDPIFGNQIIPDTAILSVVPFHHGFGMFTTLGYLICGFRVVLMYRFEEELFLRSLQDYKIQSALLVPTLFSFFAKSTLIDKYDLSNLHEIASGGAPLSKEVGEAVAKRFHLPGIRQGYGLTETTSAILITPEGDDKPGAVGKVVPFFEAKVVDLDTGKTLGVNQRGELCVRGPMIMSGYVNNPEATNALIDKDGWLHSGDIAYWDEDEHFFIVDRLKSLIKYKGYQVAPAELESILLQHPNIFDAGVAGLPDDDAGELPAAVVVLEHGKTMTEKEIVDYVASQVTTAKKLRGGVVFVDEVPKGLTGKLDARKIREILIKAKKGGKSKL
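Purified P. pyralis luciferase, 10 nM final, with Km-level 10 uM D-luciferin and 10 uM ATP in 50 mM Tris acetate pH 7.5, 10 mM Mg acetate, 0.01% Tween-20, 0.05% BSA; 6-point qHTS titration about 60 µM downward; luminescence read.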
RORg inh: ROR gamma (mouse) transcription inhibition; 310,000 compounds, 5.4% hits; Drosophila S2 Gal4-RORgamma UAS-luciferase reporter, 20 h; Potency, µM (highest dose often 53.6 µM), for inactives: at the highest dose activity change, negative = inhibition, hits mostly inhibitors; AID 2551; also: % is scaled to controls: 0 for no effect and ±100 for the full control effect; nearly all actives have a fitted effect of over 60% in size
Target sequence (P51450 whole entry, looked up, the tested form may be a part): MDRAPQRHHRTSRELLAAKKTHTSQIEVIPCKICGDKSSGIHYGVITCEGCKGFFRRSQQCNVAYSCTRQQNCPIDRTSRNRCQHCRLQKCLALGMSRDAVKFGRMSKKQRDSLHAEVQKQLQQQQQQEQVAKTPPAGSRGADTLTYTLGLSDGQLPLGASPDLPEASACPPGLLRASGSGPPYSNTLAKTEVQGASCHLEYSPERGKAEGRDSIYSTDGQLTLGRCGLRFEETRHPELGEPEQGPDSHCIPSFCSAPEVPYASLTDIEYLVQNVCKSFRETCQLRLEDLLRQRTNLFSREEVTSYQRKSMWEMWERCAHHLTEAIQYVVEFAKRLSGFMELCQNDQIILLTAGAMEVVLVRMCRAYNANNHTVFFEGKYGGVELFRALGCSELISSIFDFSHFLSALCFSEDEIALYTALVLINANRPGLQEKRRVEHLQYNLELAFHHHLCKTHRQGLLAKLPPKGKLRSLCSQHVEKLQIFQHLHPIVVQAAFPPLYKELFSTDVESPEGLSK
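Drosophila S2 cells stably expressing Gal4-DBD/mouse RORγ fusion under metallothionein promoter plus UAS-luciferase; compound 1 h, then 700 uM CuSO4 induction for 20 h at ambient temperature; inhibition read as reduced luminescence.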
Active calls of the source: *; u = inconclusive; x = not tested or not shown; [ ] = another dose, or the depositor's remark. Unless noted, calls follow the shape of the dose curve; as a rule, active = well fitted curve in the direction sought with a large enough effect; inconclusive = small, poorly fitted or top-dose-only effect, or another doubt; inactive = no such curve, though single readings can be large; an effect the other way counts as inactive or inconclusive. Potency is read from the fitted curve at half-maximal effect.

entry	compound	VP16 counter	BRCA1 expr act	p53 reactivator	MBNL1-CUG inh	uPA surface inh
1	CCOC(=O)c1ccc(NC(=O)[C@@H](NC(N)=O)C(C)C)cc1	6%	9%	8%	-5%	-5%
2	O=C(NNC(=O)c1cccc(S(=O)(=O)N2CCCCC2)c1)c1ccccc1	x	10%	-8%	x	0%
3	Cc1ccc(NC(=O)c2ccc(CN3CCc4ccccc4C3)cc2)cc1	-4%	38%	20%	4%	-2%
4	CC1CCCCN1C(=O)CSc1nc(C2CC2)nc2c1cnn2-c1ccccc1 (stereo unspecified)	7%	-28%	-3%	2%	2%
5	O=S1(=O)C[C@@H]2N=C(N/N=C/c3ccccc3)S[C@@H]2C1	6%	5%	-5%	5%	-5%
6	CCOCCCNC(=O)CCSc1ccc(C)cc1	15%	8%	-6%	-14%	-2%
7	CC1CCC(NC(=O)C2CCN(c3cnccn3)CC2)CC1 (stereo unspecified)	x	17%	-10%	-3%	2%
8	CCCSc1ccc([C@H]2N[C@@](CC(C)C)(C(=O)OC)[C@H]3C(=O)N(CC)C(=O)[C@@H]23)cc1	x	-21%	0%	x	-1%
9	COCCNc1nc2nonc2nc1N(C)Cc1cccc2cnccc12	1%	-5%	2%	-9%	2%
10	O=C(CSc1nnc(-c2ccccc2)c(-c2ccccc2)n1)N1CCc2ccccc21	5%	12%	-1%	-3%	x

entry	Rab9 promoter act	NPC1 prom act	ELG1 genotoxic	FLuc counter	RORg inh
1	-3%	1%	6%	3%	-1%
2	x	x	1%	x	x
3	-15%	-19%	-5%	-6%	16%
4	-9%	-3%	-14%	0%	1%
5	-4%	-3%	-4%	-2%	-11%
6	-5%	-5%	-1%	1%	-22%
7	3%	0%	1%	0%	-2%[0.365 µM]
8	x	x	-2%	x	x
9	0%	-4%	0%	-3%	-12%
10	0%	-5%	-6%	5%	3.2µM*

Individual results from the entries so far.
no. 3 in NPC1 prom act is entered as -19%
no. 1 in RORg inh is entered as -1%
no. 4 in uPA surface inh is entered as 2%
no. 10 in BRCA1 expr act is entered as 12%
no. 6 in RORg inh is entered as -22%
no. 9 in RORg inh is entered as -12%

The listing continues:
entry	compound	VP16 counter	BRCA1 expr act	p53 reactivator	MBNL1-CUG inh	uPA surface inh
11	Cc1nc(C)c(C(=O)N(c2ccc(F)cc2)C(C(=O)NCC2CCCO2)c2ccccc2)s1 (stereo unspecified)	-13%	-18%	-2%	0%	x
12	Cc1cc(C)nc(SCc2nc3nc(C)cc(C)n3c2Br)n1	-12%	26%	-4%	-9%	-1%
13	O=C(NCCC1=CCCCC1)C1CCN(C(=O)c2ccc(Br)cc2)CC1	-4%	-10%	-8%	-5%	-3%
14	OCCN1CCN(CC(O)COCC2COc3ccccc3O2)CC1 (stereo unspecified)	8%	0%	4%	2%	3%
15	CCCC12CN3CC(C)(CN(C1)C3c1ccc(OC(C)C)cc1)C2=O (stereo unspecified)	-1%	1%	-1%	9%	4%
16	CC(Oc1ccc(F)cc1)C(=O)N(Cc1ccccc1)c1c(N)n(Cc2ccccc2)c(=O)[nH]c1=O (stereo unspecified)	x	-1%	-6%	x	3%
17	O=C1c2oc3ccc(Br)cc3c(=O)c2C(c2cccc(F)c2)N1CCO (stereo unspecified)	1%	0%	-4%	u	-4%
18	COc1ccc(OC(=O)CCN2C(=O)C3C4C=CC(C4)C3C2=O)cc1 (stereo unspecified)	-3%	-3%	-5%	-1%	-8%
19	CC(=O)COC(=O)c1cccc(N2C(=O)C3C4C=CC(C4)C3C2=O)c1 (stereo unspecified)	0%	5%	5%	-7%	-4%
20	O=C(CS(=O)(=O)c1ccccc1)NC1CCCCC1	6%	6%	19%	2%	7%

entry	Rab9 promoter act	NPC1 prom act	ELG1 genotoxic	FLuc counter	RORg inh
11	4%	-2%	0%	2%	-27%
12	-5%	-2%	5%	-4%	33%
13	2%	-5%	-3%	0%	u
14	-1%	5%	0%	0%	20%
15	0%	0%	-5%	1%	u
16	-5%	-1%	-5%	-1%	x
17	-3%	4%	2%	3%	9%
18	-3%	-4%	2%	3%	5%
19	0%	1%	0%	-2%	-12%
20	1%	0%	5%	5%	25%

(further entries)
entry	compound	VP16 counter	BRCA1 expr act	p53 reactivator	MBNL1-CUG inh	uPA surface inh
21	CCOC(=O)C1CCCN(Cc2nc(N)nc(Nc3ccccc3)n2)C1 (stereo unspecified)	-14%	1%	-5%	1%	-4%
22	CCOC(=O)c1c(NC(=O)C2=C(C)NC(=S)NC2c2ccc(F)cc2F)sc(C)c1C (stereo unspecified)	6.3µM*	-62%	-13%	1%	-5%
23	C=C(C)CN=C1NN=C(c2cc(C)n(-c3ccc(C)cc3)c2C)CS1	11%	-12%	16%	9%	-2%
24	CC(=O)N1CCCC1C(=O)O (stereo unspecified)	-3%	-23%	x	x	-1%
25	COc1ccccc1-c1nc(SCC(=O)NCc2ccco2)c2c(=O)n(C)c(=O)n(C)c2n1	-8%	-33%	-11%	30%[activator]	2%
26	COc1ccc(NC(=O)Nc2ccc(OCC(=O)N3CCOCC3)cc2)cc1OC	-17%	33%	5%	11%	-24%
27	CCOc1nc2cnccc2n(CC(=O)Nc2c(C)cccc2CC)c1=O	-1%	-5%	6%	0%	u
28	Cc1nn(-c2ccccc2)c2sc(C(=O)N(Cc3ccco3)C(C)C(=O)NC(C)(C)C)cc12 (stereo unspecified)	17%	-59%	23%	-6%	6%
29	Cc1ccc(Cn2c(C)c3cnn(CC(=O)NCc4ccccn4)c(=O)c3c2C)cc1	-21%	-16%	x	4%	7%
30	COc1ccc2cc(C(=O)C3CCCN(C(=O)CCc4ccccn4)C3)ccc2c1 (stereo unspecified)	19%	0%	-3%	u	-1%

entry	Rab9 promoter act	NPC1 prom act	ELG1 genotoxic	FLuc counter	RORg inh
21	-1%	2%	-7%	-2%	-23%
22	1%	-2%	-8%	-1%	2.8µM*
23	u	u	0%	8.5µM*	-34%
24	x	x	x	x	13%
25	8%	-3%	0%	5%	3%
26	5%	-5%	5%	13µM*	-20%
27	4%	-5%	1%	1%	-25%
28	-8%	0%	-2%	-1%	9%
29	-1%	0%	1%	2%	-19%
30	26%	0%	1%	u	u

Limited to uPA surface inh (3 entries from above):
item	SMILES	uPA surface inh
27	CCOc1nc2cnccc2n(CC(=O)Nc2c(C)cccc2CC)c1=O	u
28	Cc1nn(-c2ccccc2)c2sc(C(=O)N(Cc3ccco3)C(C)C(=O)NC(C)(C)C)cc12 (stereo unspecified)	6%
29	Cc1ccc(Cn2c(C)c3cnn(CC(=O)NCc4ccccn4)c(=O)c3c2C)cc1	7%

Remaining list, next part.
entry	compound	VP16 counter	BRCA1 expr act	p53 reactivator	MBNL1-CUG inh	uPA surface inh
31	COc1ccc2occ(C(=O)c3ccccc3)c2c1	-15%	u	2%	-12%	1%
32	O=C(CSc1cccc[n+]1[O-])NC1CCCCCCC1	-3%	26%	7%	-1%	1%
33	C[C@@H](C(=O)Nc1nc2ccc(F)cc2s1)N1C(=O)C2CC=CCC2C1=O (stereo partly specified)	12%	-31%	12%	11%	2%
34	Cc1nnc(SC(C)C(=O)Nc2nccs2)s1 (stereo unspecified)	4%[10 µM]	28%	3%	-2%	6%
35	Nn1c(SCc2ccccc2F)nnc1-c1cccnc1	0%	8.9µM*	20%	1%	-24%
36	CN(CC(=O)Nc1cccc(F)c1)C(=O)/C=C/c1cc(Br)ccc1OC(F)F	x	-40%	-4%	x	1%
37	COc1ccc(C(=O)/C=C/c2ccc(OC)c(COc3ccc(F)cc3)c2)cc1	-12%	-7%	15%	-8%	3%
38	Cc1noc(C)c1COC(=O)/C=C/c1ccccc1Cl	8%	-10%	6%	x	1%
39	O=S(=O)(O)c1nc2ccccc2n1CCOc1ccccc1	-2%	-3%	5%	2%	-1%
40	CC(C)Cn1c(-c2csc3c2CCCC3)n[nH]c1=S	5µM*	-14%	2%	-7%	8%

entry	Rab9 promoter act	NPC1 prom act	ELG1 genotoxic	FLuc counter	RORg inh
31	u	30%	u	13µM*	21%
32	7%	-2%	1%	3%	-2%
33	2%	13%	3%	-18%	41%
34	2%	-3%	11%	2%	-14%
35	2.2µM*	u	u	u	3%
36	1%	-1%	-6%	-1%	x
37	19%	2%	-3%	5.4µM*	u
38	0%	0%	2%	u	17%
39	7%	-1%	2%	2%	11%
40	-6%	-1%	-6%	-1%	2.8µM*

Single records (already shown). Order of screens: VP16 counter	BRCA1 expr act	p53 reactivator	MBNL1-CUG inh	uPA surface inh	Rab9 promoter act	NPC1 prom act	ELG1 genotoxic	FLuc counter	RORg inh
Record of `CN(CC(=O)Nc1cccc(F)c1)C(=O)/C=C/c1cc(Br)ccc1OC(F)F` = x	-40%	-4%	x	1%	1%	-1%	-6%	-1%	x
Record of `C[C@@H](C(=O)Nc1nc2ccc(F)cc2s1)N1C(=O)C2CC=CCC2C1=O` (stereo partly specified) = 12%	-31%	12%	11%	2%	2%	13%	3%	-18%	41%
Record of `Nn1c(SCc2ccccc2F)nnc1-c1cccnc1` = 0%	8.9µM*	20%	1%	-24%	2.2µM*	u	u	u	3%
Record of `O=C(CSc1cccc[n+]1[O-])NC1CCCCCCC1` = -3%	26%	7%	-1%	1%	7%	-2%	1%	3%	-2%
